# From PubChem BioAssay
# CRE Fsk mod = modulators of forskolin-stimulated CRE signaling in CHO cells. Potency, µM (titrated, usually from 38.2 µM), for inactives: at the highest dose activity change, negative = inhibition, actives largely listed as activators. actives 2.5% (n = 71,000). AID 662. CHO CRE-bla reporter (cAMP response element driving beta-lactamase), forskolin EC10, beta-lactamase ratio; active means well fitted activation curve with a large enough effect in the signal ratio, with a control signal flat, not every such curve was filed as active; inconclusive means small, poorly fitted or top-dose-only effect, or effect the other way, or a change in a side signal; the % refers to the signal ratio; further: potency means the concentration at half of the fitted maximal effect; % of control where 0% means no effect
#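 Cells were plated overnight at 37 °C, exposed to compound titrations plus EC10 NKH 477 for 3 h, then given CCF4 dye for 2 h at room temperature. Blue/green (460/530 nm) ratio was converted to %Activity and AC50 values calculated.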
# HBB splicing = hemoglobin beta splicing modulation. actives 0.06% (n = 65,000). HBB splicing reporter cell assay, activation; EGFP reporter with mutant IVS2-654 intron; response scale: normalised to 500 nM splice-correcting PNA. Potency, µM (titrated, usually from 46.1 µM), inactives show at the highest dose activation, most hits filed as activators. AID 925; further: potency means the concentration at half of the fitted maximal effect; 0% is about no effect
#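 Compounds were applied for 2 days to HeLa EGFP-654 cells, 500/well in Optimem with 2% FCS. The reporter's EGFP is disrupted by mis-splicing of beta-globin intron IVS2-654. Readout: summed well GFP fluorescence from 488 nm laser scanning; reference was 500 nM antisense […] 654 PNA.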
# UbGFP stabilizer = inhibits proteasome, raising ubiquitin-GFP reporter fluorescence | Ubiquitin-GFP reporter cells, proteasome inhibition, GFP fluorescence; response scale: untreated = 0%, 10 µM MG-132 = 100% | 67,000 tested, under 10 active | Potency, µM (series often up to 45.9 µM), inactives show at the highest dose activation (GFP accumulation), actives largely listed as activators | AID 526; active means well fitted activation curve with a large enough effect, not every such curve was filed as active; inconclusive means small, poorly fitted or top-dose-only effect, or another doubt; inactive means no such curve, though single readings can be large or run the other way; further: potency means the concentration at half of the fitted maximal effect
#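 U2OS cells expressing ubiquitin(G76V)-GFP, seeded overnight in 0.5% FBS medium, then treated 4 hr at 37 C across 46 uM to 2.9 nM. GFP-positive cells counted by laser cytometry (488 ex/515 em); %activity scaled between basal and 10 uM MG-132.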
# BRCT PPI green = blocks human BRCA1 BRCT binding to phosphopeptide, green readout; P38398; BRCA1 BRCT-phosphopeptide binding, green fluorescence polarization; Potency, µM (top dose mostly 76.9 µM), inactives show top-dose activity change, negative = inhibition, most hits filed as inhibitors; actives 0.05% (n = 75,000);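 further: potency means the concentration at half of the fitted maximal effect; plate controls were peptide without protein for full effect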
#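 Fluorescence polarization: His-tagged BRCT (~35 kDa BRCA1 C-terminus, 250 nM) bound to 100 nM fluorescein-labeled phosphorylated 10-aa BACH1 peptide, pH 7.3 phosphate buffer with DTT and Tween 20. Compounds incubated 12 min at room temperature; inhibition read as lowered polarization.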
# GFP derepression = epigenetic GFP locus derepression in mouse cells. actives 0.09% (n = 68,000). mouse C127i GFP locus derepression, cytometry, 30 h. Potency, µM (titrated, usually from 46.1 µM), without a hit: at the top dose GFP derepression (activation); further: % of control where 0% means no effect
#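 Read-out is the number of GFP-positive cells, scored as fluorescent objects 20 to 120 um wide, reflecting derepression of a silenced CMV-GFP reporter in murine C127i cells after 30 h compound exposure at 37 C.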
# HADH2 inh = inhibitors of human HADH2 dehydrogenase; Q99714; recombinant HADH2, NADH fluorescence, beta-hydroxybutyryl-CoA; Potency, µM (series often up to 57.1 µM), without a hit: at the highest dose activity change, negative = inhibition, usual class: inhibitors; actives 3.4% (n = 73,000); AID 886; further: potency means the concentration at half of the fitted maximal effect; on the % scale 0 is the no-effect control and ±100 the full control effect; nearly all actives have a fitted effect of over 60% in size; many of its hits are not listed in these tables
# Target sequence (Q99714 whole entry, looked up, one chain of several): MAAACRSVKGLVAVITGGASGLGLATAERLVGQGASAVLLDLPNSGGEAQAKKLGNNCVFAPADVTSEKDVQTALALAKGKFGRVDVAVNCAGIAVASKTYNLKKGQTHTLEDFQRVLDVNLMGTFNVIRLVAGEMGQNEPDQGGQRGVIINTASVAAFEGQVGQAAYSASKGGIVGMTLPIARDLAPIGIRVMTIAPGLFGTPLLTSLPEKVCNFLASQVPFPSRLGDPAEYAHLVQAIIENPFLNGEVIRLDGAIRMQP
#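 His-tagged recombinant enzyme from E. coli, 20 nM, preincubated 15 min RT with compound; reaction started with 1 mM NAD+ and 90 uM beta-hydroxybutyryl-CoA in 100 mM Tris-HCl pH 9.0. NADH fluorescence (ex 360/em 450) read over 4 min; last-minus-first difference.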
# ALOX15 inhib = blocks human 15-lipoxygenase activity | AID 887 | actives 1.4% (n = 74,000) | purified 15hLO-1, xylenol orange hydroperoxide absorbance | Potency, µM (series often up to 57.1 µM), inactives show at the highest dose activity change, negative = inhibition, most hits filed as inhibitors | P16050; further: potency means the concentration at half of the fitted maximal effect; on the % scale 0 is the no-effect control and ±100 the full control effect; nearly all actives have a fitted effect of over 55% in size
# Target sequence (P16050 whole entry, looked up): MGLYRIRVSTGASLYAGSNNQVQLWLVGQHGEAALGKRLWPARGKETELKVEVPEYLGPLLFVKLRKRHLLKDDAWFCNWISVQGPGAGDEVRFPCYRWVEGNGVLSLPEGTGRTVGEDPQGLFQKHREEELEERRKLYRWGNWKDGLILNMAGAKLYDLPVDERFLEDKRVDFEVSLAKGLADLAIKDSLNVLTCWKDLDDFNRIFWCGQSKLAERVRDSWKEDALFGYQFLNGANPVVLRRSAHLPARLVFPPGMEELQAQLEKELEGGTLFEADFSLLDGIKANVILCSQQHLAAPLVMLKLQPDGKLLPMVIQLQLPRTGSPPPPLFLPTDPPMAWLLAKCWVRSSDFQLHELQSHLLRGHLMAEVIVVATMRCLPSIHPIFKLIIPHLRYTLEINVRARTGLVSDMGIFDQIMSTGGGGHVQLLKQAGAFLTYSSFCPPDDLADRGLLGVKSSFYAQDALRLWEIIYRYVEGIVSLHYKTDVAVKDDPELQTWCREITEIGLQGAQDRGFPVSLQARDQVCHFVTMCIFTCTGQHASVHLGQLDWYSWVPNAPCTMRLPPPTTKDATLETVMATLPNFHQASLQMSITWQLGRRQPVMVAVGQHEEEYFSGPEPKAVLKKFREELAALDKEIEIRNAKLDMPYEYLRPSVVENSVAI
#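 Purified human 15hLO-1 (40 nM final) in 25 mM Hepes pH 7.5, 0.01% Triton X-100 was preincubated with compound 15 min at room temperature, then reacted 6 min with 50 uM arachidonic acid; hydroperoxide detected by Fe-XO, 573/405 nm absorbance ratio.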
# Pol III holo inh = inhibitors of bacterial DNA polymerase III holoenzyme; reconstituted DNA polymerase III holoenzyme replication, biochemical; Potency, µM (series often up to 57.1 µM), without a hit: at the top dose activity change, negative = inhibition; actives 0.25% (n = 71,000); AID 603; further: potency means the concentration at half of the fitted maximal effect; on the % scale 0 is the no-effect control and ±100 the full control effect
#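 Reconstituted *E. coli* holoenzyme (0.35 nM Pol III, 1 nM beta, 154 nM SSB, 2 nM primase) was preincubated with compound for 15 min at RT. Synthesis on 1.4 nM ssM13Gori ran 35 min, then was stopped with PicoGreen/EDTA and read as dsDNA fluorescence.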
# USP2a inh = blocks human ubiquitin-specific protease USP2a; O75604; USP2a enzymatic assay, qHTS inhibition; Potency, µM (series often up to 38.3 µM), for the others: at the top dose activity change, negative = inhibition, hits mostly inhibitors; actives 0.1% (n = 60,000);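 further: potency means the concentration at half of the fitted maximal effect; nearly all actives have a fitted effect of over 60% in size; plate controls were DMSO for no effect and NEM full inhibition control for full effect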
#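 USP2 core (20 nM final) was preincubated with compound for 30 min at RT in 20 mM Tris-HCl pH 8.0, 2 mM CaCl2, 2 mM beta-mercaptoethanol; Ub-PLA2 (20 nM) plus NBD C6-HPC (20 uM) then added, fluorescence read after 2.5 h.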
# Hsp90 Hop PPI = changes Hsp90-Hop TPR2A binding signal, up or down. AlphaScreen TPR2A-His6 binding biotin-Hsp90 C-terminal peptide. actives 0.44% (n = 71,000). AID 595. Potency, µM (doses to about 57 µM), without a hit: top-dose activity change, negative = inhibition; active means well fitted curve in either direction with a large enough effect; inconclusive means small, poorly fitted or top-dose-only effect, or another doubt; further: potency means the concentration at half of the fitted maximal effect; on the % scale 0 is the no-effect control and ±100 the full control effect; many of its hits are not listed in these tables
# BRCT PPI red = BRCT-phosphoprotein interaction inhibition (red fluorophore) | P38398 | actives 0.03% (n = 75,000) | Potency, µM (doses to about 76.9 µM), for the others: top-dose activity change, negative = inhibition, actives largely listed as inhibitors | BRCT-phosphopeptide binding, red fluorescence polarization; further: on the % scale 0 is the no-effect control and ±100 the full control effect
#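 Fluorescence polarization: 100 nM His-tagged BRCA1 BRCT with 100 nM TAMRA-labelled phospho-BACH1 decapeptide, phosphate buffer pH 7.3 with 150 mM NaCl, DTT, 0.01% Tween 20; 12 min RT. Binding inhibition seen as FP decrease.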
# Numbers without * were called inactive; ? = inconclusive; . = not tested or not shown; & = joins results of further samples; [ ] = remark or other dose. Unless noted, the call rests on the fitted dose curve; in most records, active means well fitted curve in the direction sought with a large enough effect; inconclusive means small, poorly fitted or top-dose-only effect, or another doubt; inactive means no such curve, though single readings can be large; an effect the other way counts as inactive or inconclusive. Only part of the results is shown (hit frequency here may not be typical).
SMILES,CRE Fsk mod,HBB splicing,UbGFP stabilizer,BRCT PPI green,GFP derepression,HADH2 inh,ALOX15 inhib,Pol III holo inh,USP2a inh,Hsp90 Hop PPI,BRCT PPI red
CCCC(C(=O)N1CCOCC1)N1C(=O)C2C3C=CC(C3)C2C1=O (configuration not stated),1%,-0.8%,-9%,-2.4%,-2%,3%,-3%,-2%,3%,0%,-0.8%
CCOC(=O)c1sc(NC(=O)CSc2nnc(C(C)C)n2CC)nc1C,?,3.1%,2%,1.1%,1%,5%,-1%,-1%,9%,-1%,-1.4%
COc1cc(S(=O)(=O)NCc2ccc3c(c2)OCO3)ccc1Cl,-4%,-0.3%[9.22 µM],-13%,-0.4%,4%,-14%,-2%,-2%,0%,0%,-1.3%
O=C1C(=C(O)c2ccccc2)C(=O)c2ccccc21,-9%,22%,3%,-2.3%,4%,?,56%[activator],-3%,-5%,-3%,-0.3%
CCCOc1cccc(C(=O)Nc2cccc(NC(=O)c3ccco3)c2)c1,-6%,-10%,0%,1.3%,2%,-19%,-19%,3%,42%[activator],-4%,0.4%
Cc1c(CC(C)(C)C(=O)O)n(Cc2ccc(Cl)cc2)c2ccc(F)cc12,?,1.7%,13%&15%,-2.3%,-1%&3%,-16%&-17%,-16%[25.6 µM],0%&-2%,.,2%&-1%,-2.5%
CN(C)C(=O)c1ccc(-c2ccc3ncnc(NCCN4CCOCC4)c3c2)cc1,16%,-1.4%,-7%,-0.9%,6%[9.22 µM],?,13%,-4%,44%[activator],-4%,-3.1%
COc1ccc(S(=O)(=O)N2CCCC(C(=O)O)C2)cc1Cl (configuration not stated),?,0.4%,-3%,-0.7%,-2%,-1%,8%,6%,-1%,1%,1.4%
CCOC(=O)N1CCN(C(=O)c2oc3ccc(S(=O)(=O)N4CCCCCC4)cc3c2C)CC1,-13%,-0.3%,4%,0.9%,-4%,-14%,-1%,-2%,30%,3%,0.1%
Cc1cc(NC(=O)Nc2cccs2)no1,?,0.4%,5%,-5.2%,-1%,-10%,?,1%,-5%,4%,-0.2%
CC(=O)Cc1nsc(NC(=O)C2Cc3ccccc3C(=O)O2)n1 (configuration not stated),-3%,-0.5%,3%,0.5%,-2%,-8%,0%,-4%,.,-2%,-0.2%
O=C(CSc1nnnn1C1CCCCC1)N1CCCC1,21%,-1.8%,0%,-1.4%,-2%,3%,5%,-2%,2%,-2%,1.2%
Cc1c(C(=O)N2CCOCC2)oc2ccc(S(=O)(=O)N3CCCC3)cc12,11%,-0.4%,-1%,0.8%,2%,-1%,9%,-1%,-1%,2%,-1.1%
Cc1cc(SCC(=O)Nc2c(C)n(C)n(-c3ccccc3)c2=O)n2c(nc3ccccc32)c1C#N,25µM*,1.6%,5%,-0.3%,-3%,20%,-7%,-7%,0%,-5%,1.1%
O=C(O)C1CC(=O)N(c2ccc(F)cc2)C1 (configuration not stated),15%,0.4%,-6%,-3.7%,-3%,1%,6%,-1%,2%,-5%,-0.7%
C=C(C)Cn1c(SCC(=O)NCc2ccco2)nc2sc3c(c2c1=O)CCC3,7%,-1.3%,5%,1.6%,3%,15%,-9%,-3%,20%,-3%,0.9%
CCOC(=O)C1CCN(c2c(N3CCCCCC3)c(=O)c2=O)CC1,4%,0.4%,-3%,-2.3%,-3%,0%,0%,-3%,.,-1%,-0.7%
CS(=O)(=O)Nc1cccc(-c2ccc3ncnc(Nc4ccccc4)c3c2)c1,?,-0.9%,-3%,-2.0%,3%[9.22 µM],4%,3%,2%,226%[activator],3%,2.2%
CCOC(=O)/C=C/S(=O)(=O)c1ccc(NC(C)=O)cc1,?,-0.3%,-15%,-0.8%,0%,-7%,-7%,-4%,-4%,1%,-2.4%
O=C(CCN1C(=O)C2CC=C(Cl)CC2C1=O)NC1CCCCC1 (configuration not stated),1%,-0.2%,1%,0.0%,-2%,-2%,3%,7%,2%,1%,0.5%
Clc1ccc(Cn2cc(/C=N/n3cnnc3)c3ccccc32)cc1,?,6.3%[0.369 µM],-2%,-2.8%,6%,?,-9%,-4%,0%,-5%,-1.9%
CC(=O)Nc1nc(C)nc(-c2ccccc2)c1C(C)=O,14%,-1.8%,-2%,-2.0%,3%,0%,3%,-2%,-10%,-4%,-0.1%
COc1ccc(OC)c([C@H]2Nc3ccccc3NC3=C2C(=O)CC(C)(C)C3)c1Br,12%,.,-4%,.,0%[9.22 µM],121%[activator],.,2%,.,-8%,.
CC1CCN(S(=O)(=O)c2ccc(NC(=O)Cn3nnc(-c4ccccc4F)n3)cc2)CC1,8%,.,-1%,-1.7%,4%,22%,-12%,2%,-27%,0%,-2.7%
CCCCOCC(O)CN1CCN(C(C)=O)CC1 (configuration not stated),-1%,.,2%,0.5%,-2%,-17%,?,-5%,?,?,-0.1%
O=C(O)c1cc(-c2ccco2)nc2ccc(Br)cc12,-8%,-2.4%,13%,-2.5%,2%,13µM*,?,25µM*,2%,-1%,-3.4%
COc1ccc(C(=O)OCCN2CCOCC2)cc1OC,10µM*,-6.2%[0.369 µM],4%,1.0%,1%,-1%,1%,-6%,-4%,1%,1.4%
COCCCN1C(=O)C(O)=C(C(=O)c2ccco2)C1c1cccc(Br)c1 (configuration not stated),?,1.2%[0.0738 µM],?,0.0%,-4%,-21%[11.4 µM],45%[activator][11.4 µM],-8%[11.4 µM],26%[7.66 µM],-5%[11 µM],-0.6%
Cc1nn(-c2ccccc2)c(Cl)c1C1C(C#N)=C(N)Oc2n[nH]c(C)c21 (configuration not stated),3%,2.0%,3%,-2.3%,0%,?,-6%,-8%,6%,-3%,0.3%
CCc1cc2ccc(C)cc2nc1SCC(=O)N1CCN(C(=O)c2ccco2)CC1,16%,-0.3%[57.5 µM],-5%,5.3%,0%,-7%,-8%,-5%,.,-2%,1.0%
COc1ccc(CCN(Cc2nc3ccccc3c(=O)[nH]2)C(=O)c2ccco2)cc1OC,?,-0.5%[57.5 µM],-3%,0.0%,-2%,-1%,-3%,-5%,11%,?,-2.1%
CSc1nnc2c3cc(F)ccc3n(Cc3ccccc3)c2n1,?,1.4%[57.5 µM],2%,0.3%,0%,?,-19%,-4%,-11%,-4%,-1.2%
CC(C)(C)OC(=O)N[C@@H](Cc1ccccc1)c1nnc(S(=O)(=O)Cc2cccc(F)c2)o1,?,2.5%[0.369 µM],3%,-3.1%,0%,3.2µM*,-23%,-1%,10%,-4%,-1.3%
CCc1ccccc1S(=O)(=O)Cc1ccc(C(=O)NC(C)C)o1,1%,-0.5%,-9%,-1.7%,-5%,6%,0%,1%,.,-18%,0.7%
CCOC(=O)C(NS(=O)(=O)c1ccc(Br)cc1)C(C)C (configuration not stated),-5%,-0.5%[57.5 µM],-1%,0.7%,3%,11%,2%,-6%,8%,-4%,0.3%
O=C1CCc2cc(S(=O)(=O)NC(C(=O)NCc3cccnc3)c3ccccc3)ccc2N1 (configuration not stated),-5%,0.0%,9%,-1.3%,.,4%,6%,-2%,.,-1%[2.3 µM],-0.4%
CNC(=O)CN(c1cc(C)ccc1OC)S(=O)(=O)c1ccc(C)cc1,-1%,-4.5%,0%,-0.1%,2%,1%,11%,-5%,4%,-5%,0.4%

# Single values from the results shown:
# CN(C)C(=O)c1ccc(-c2ccc3ncnc(NCCN4CCOCC4)c3c2)cc1 in CRE Fsk mod reads 16%
# COc1ccc(C(=O)OCCN2CCOCC2)cc1OC in GFP derepression reads 1%
